esBAF inh = blocks esBAF chromatin remodeling in mouse ES cells; Bmi1-luciferase knock-in reporter, 24 h; 100% = twice the neutral-well signal; AID 602393; reporter increase, % at 12.5 µM; 350,000 tested, 2% active; in the data active means activation above about 40%;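 further: 0% = median of the plate's neutral control wells and 100% = double that signal; a rise in the Bmi1 reporter signal indicates esBAF inhibition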
GSIS activator = GLuc luminescence reporter in INS-1E cells, primary screen for activators of glucose-dependent secretion of insulin. 370,000 tested, 0.61% active. activation, % at 16.6 µM. INS-1E GLuc reporter insulin secretion, 2-3 h. AID 743287;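 active means lowest replicate activation of at least 40%, so every replicate reaches that level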;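 further: 0% = median of neutral control wells and 100% = median of IBMX positive control wells; some compounds called inactive have numbers as strong as hits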
CFTR F508del cor = CFTR F508del correction in bronchial cells. CFBE cells, YFP halide quenching; stimulated with forskolin plus potentiator P3; % fluorescence drop versus neutral controls. activity (quench increase), % at 7.58 µM. 350,000 tested, 0.36% active;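 active means mean added fluorescence quench of at least 8% versus neutral control, with both replicates also reaching 8%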;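 further: cells transiently co-express mutant CFTR-F508del with the halide-sensitive YFP; corrector assay measuring rescue of mutant channel to the surface after 24 h compound exposure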
RAD52 inh = blocks human RAD52 DNA annealing; P43351; recombinant RAD52 DNA annealing, FRET fluorescence; inhibition, % at 18.7 µM; 360,000 tested, 0.46% active; AID 651710;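 active means every replicate showing at least 50% inhibition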
Target sequence (P43351 whole entry, looked up): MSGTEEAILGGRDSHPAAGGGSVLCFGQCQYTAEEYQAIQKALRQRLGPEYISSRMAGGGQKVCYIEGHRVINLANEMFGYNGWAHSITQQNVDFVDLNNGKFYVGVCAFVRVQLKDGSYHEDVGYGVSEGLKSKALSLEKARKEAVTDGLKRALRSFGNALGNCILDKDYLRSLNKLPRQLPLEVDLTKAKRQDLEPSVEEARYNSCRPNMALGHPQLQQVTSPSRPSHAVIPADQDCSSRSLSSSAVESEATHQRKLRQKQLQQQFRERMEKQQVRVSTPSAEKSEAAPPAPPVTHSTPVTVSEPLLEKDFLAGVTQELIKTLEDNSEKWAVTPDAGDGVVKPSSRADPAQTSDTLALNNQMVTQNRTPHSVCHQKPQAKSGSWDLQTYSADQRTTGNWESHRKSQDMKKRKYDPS
ARNT-TACC3 inh = disrupts binding between human ARNT and TACC3. 390,000 tested, 0.66% active. AlphaScreen His-ARNT PAS-B/GST-TACC3 binding, luminescence; TACC3 fragment carries E629A point mutation. Q9Y6A5. inhibition, % at 9.99 µM;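 active means mean inhibition of replicates at least 50% and at least half of replicates each reaching 50%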;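 further: 0% = complete ARNT plus TACC3 wells and 100% = ARNT alone without TACC3; many hits fall short of the cut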
RAD54 inh = inhibitors of human RAD54 branch migration | 360,000 tested, 0.14% active | Q92698 | inhibition, % at 10.4 µM | AID 602329 | RAD54 Holliday junction branch migration, FAM/BHQ fluorescence;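 active means mean normalized replicate activity at least 40 and at least half of replicates scoring 40 or more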;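 further: 0% = median of neutral control wells and 100% = median of positive control wells; inhibitors cause a drop in the FAM fluorescence signal; in these data hits start at about 50%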
XiGFP reactiv = X-chromosome reactivation activator; XiGFP mouse fibroblasts, % GFP-positive cells imaging, 3 d; cells co-treated with 5-aza-dC sensitizer; scaled so ellipticine positive control = 100%; AID 743238; activation, % at 7.58 µM; 360,000 tested, 0.055% active;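 active means mean normalized replicate activation at least 10% and every replicate at or above 10%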;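 further: 0% = median of on-plate neutral control wells and 100% = ellipticine 6 µM median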
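System: XiGFP fibroblasts, SV40-immortalized. Medium: DMEM plus 5-aza-dC sensitizer. Doses: single point. Timing: 3 d treatment, 15 min room-temperature fixation. Control set: ellipticine 6 µM.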
ERAP1 HTS inh = inhibitors of human ERAP1 aminopeptidase; Q9NZ08; recombinant ERAP1, Leu-AMC fluorescence, 60 min; inhibition, % at 10.7 µM; 340,000 tested, 0.15% active;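 active means mean replicate inhibition of at least 30%, or all replicates individually reaching that 30% level; inactive means mean below 30% and not every replicate reaching it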;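 further: 0% = neutral control wells and 100% = L-leucinethiol positive control wells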
The depositor's hits bear a star; · = no result given; & = joins results of further samples.

SMILES	esBAF inh	GSIS activator	CFTR F508del cor	RAD52 inh	ARNT-TACC3 inh	RAD54 inh	XiGFP reactiv	ERAP1 HTS inh
O=C(NNC(=O)c1ccc(-c2ccccc2)cc1)Nc1ccc(F)cc1F	-4	5	3.2	4	-2	0	0.0	0
O=C(CC1C(=O)NCCN1C(=O)Nc1ccccc1)Nc1ccc(F)cc1 (stereo not given)	6	·	0.4	-2	-10	·	0.0	-2
COc1cc2c(c(OC)c1OC)-c1c(cc3c(c1OC)OCO3)C[C@H](C)[C@@](C)(O)C2	-1	·	3.6	-5	-1	-4	0.0	-4
O=C(c1cccc(F)c1)N1CCCCN2[C@@H](CO)[C@H](c3ccc(/C=C/c4ccccc4)cc3)[C@@H]2C1	·	-16	-4.9	-11	19	2	0.1	2
N#C[C@@H]1[C@H](c2ccccc2C2=CCCC2)[C@H](CO)N1C(=O)CN1CCOCC1	·	15	3.2	6	·	·	0.2	2
CC(=O)Nc1ccc(S(=O)(=O)NCc2ccc3c(c2)cc(C)n3C)cc1	-15	·	-2.9	-17	0	-25	0.0	-2
COc1ccc2ccccc2c1C1CC(=O)N2CN(Cc3ccco3)CSC2=C1C#N (stereo not given)	1	-25	2.7	-5	4	8	0.0	-11
CNC(=O)C[C@@H]1CC[C@@H]2[C@@H](COc3ccc(NC(=O)Nc4ccccc4OC)cc3C(=O)N2C)O1	-3	18	-3.0	-2	5	0	0.0	1
CC(=O)N1c2ccc(S(=O)(=O)N3CCCC(C(=O)NCc4ccc(Cl)cc4)C3)cc2CC1C (stereo not given)	-6	-16	-0.9	-11	4	·	0.0	0
CCCNC(=O)[C@@H]1[C@@H](CO)[C@@H]2Cn3c(ccc(/C=C/c4ccccc4)c3=O)[C@H]1N2C(=O)c1ccncc1	0	2	·	3	-7	0	0.0	3
O=C(NCCO)c1nc(C(=O)c2ccc(Cl)cc2)c2ccccc2n1	-7	0	-2.2	-19	1	-1	0.0	1
Cc1ccc(OCCNC(=O)Cc2ccc(F)cc2)cc1	0	-10	-0.7	-16	-15	-2	0.5	-5
CCOc1ccccc1-c1nc(CN2CCCC2c2nccs2)c(C)o1 (stereo not given)	1	3	·	-65	0	-2	0.0	-1
COc1ccc2c(c1)c1nc3n(c(=O)c1n2CC(=O)Nc1cc(C)[nH]n1)CCS3	·	3	·	-15	·	·	0.2	7
O=C(Nc1ccc2c(c1)OCO2)c1cc(C2CCCN(C(=O)C3CCCCC3)C2)on1 (stereo not given)	14	-6	1.0	5	·	-7	-0.1	2
C[C@@H]1CCCCO[C@@H](CN(C)Cc2ccc3c(c2)OCO3)[C@@H](C)CN([C@H](C)CO)C(=O)c2cc(NC(=O)C3CCCCC3)ccc2O1	8	-8	-2.1	-5	-5	-9	-0.5	-1
CC(=O)NC(CC(=O)NNC(=O)c1cccs1)c1ccccc1 (stereo not given)	-6	-1	-1.0	-1	-4	1	0.4	-7
C[C@@H]1CCCCO[C@@H](CN(C)C(=O)NC2CCCCC2)[C@H](C)CN([C@H](C)CO)C(=O)c2cc(NC(=O)c3ccccc3)ccc2O1	9	-34	1.2	·	-4	0	0.4	·
CSc1nnc(C)c(=O)n1COC(=O)c1ccccc1	-5	-11	1.2	-6	-2	·	-0.1	0
CC1(C(=O)NS(=O)(=O)c2cccs2)CCN1C(=O)Cc1ccccc1 (stereo not given)	-2	-7	1.8	-6	·	0	0.1	5
C[C@H](CO)N1C[C@H](C)[C@H](CN(C)C(=O)Nc2ccc(C(F)(F)F)cc2)Oc2c(NC(=O)Nc3ccccc3)cccc2C1=O	6	-13	0.0	2	20	-7	-1.0	-2
C[C@H](CO)N1C[C@H](C)[C@H](CN(C)C(=O)c2ccncc2)Oc2cc(C#CC3CC3)ccc2S1(=O)=O	-5	-5	-0.6	6	-3	-16	-1.4	-9
CC1CN(c2ccc([N+](=O)[O-])cc2Cl)CCN1S(C)(=O)=O (stereo not given)	5	-15	0.2	-10	0	·	0.3	·
COc1ccc(NS(=O)(=O)c2ccc(C(=O)N(C)Cc3cccs3)cc2)cc1	9	-19	5.4	-21	-10	1	0.0	3
C=CCn1c(=O)c2c(nc3n2CCS3)n(C)c1=O	2	3	3.2	-7	-3	5	·	1
O=C(CCc1ccc(S(=O)(=O)N2CCOCC2)cc1)OCC(=O)c1ccccc1	-3	-3	1.9	-6	-8	8	0.3	1
O=C(O)c1ccc2c(c1)CCC2	·	-10	0.7	-15	0	0	0.0	2
CN(C)C(=O)C[C@@H]1CC[C@@H]2[C@H](COc3ccc(NC(=O)C4CCC4)cc3C(=O)N2C)O1	·	3	5.1	9	·	·	0.1	2
Cc1ccn2cc(C(=O)N3CCCC(Nc4ccc(F)cc4)C3)nc2c1 (stereo not given)	5	1	-3.0	-5	·	-5	0.1	-3
CNC[C@@H]1Oc2ccc(NC(=O)Nc3ccc(OC)cc3)cc2C(=O)N([C@@H](C)CO)C[C@@H]1C	-4	1	-1.3	-2	·	8	0.1	4
COCC(=O)N(C[C@H]1[C@H](c2ccccc2)[C@@H](CO)N1C(=O)NC(C)C)C(C)C	2	0	2.6	3	-6	-8	0.2	·
Cc1ccc(NC(=O)CSC(C)C(=O)OCC(=O)N2CCN(C(=O)c3ccco3)CC2)cc1 (stereo not given)	-6	11	-0.8	-15	1	-4	-0.1	4
CC1(C)CC2CC(C)(CN2C(=O)c2ccccc2)C1 (stereo not given)	·	9	0.7	-3	6	·	0.1	-1
O=C(Nc1nnc(-c2cccnc2)o1)c1ccccc1Cl	-7	34	2.0	-7	5	5	0.1	6
COc1ccc(C#Cc2ccc3c(c2)O[C@H](CN(C)C(=O)CN2CCOCC2)[C@@H](C)CN([C@@H](C)CO)S3(=O)=O)cc1	-2	12	2.5	5	4	-2	0.1	0
Cc1ccc(F)cc1S(=O)(=O)N1CCN(Cc2cccc(OCCO)c2)CC1	·	·	2.2	20	·	-3	·	-6
COc1ccc(CCNC(=O)CSc2nc(C)cs2)cc1	·	·	·	-18	24	·	0.1	-1
Cc1ccc(N(CCC#N)C(=O)CSc2nnc3ccccn23)cc1	-1	·	-2.5	-14	-5	3	0.1	3
CCOC(=O)c1c(C)[nH]c(C(=O)OC(C)C(=O)NC2CCCCC2C)c1C (stereo not given)	3	-5	0.5	-24	-3	0	0.0	-1
CCC(=O)Nc1ccc2c(c1)OC[C@@H](C)N(C(=O)c1ccc(F)cc1)C[C@H](C)[C@@H](OC)CN(C)C2=O	0	-5	-1.3	-5	1	-6	0.1	2
N#C[C@@H]1[C@H](c2ccc(C3=CCCC3)cc2)[C@H](CO)N1C(=O)c1cccc(F)c1	3	2	-2.5	-15	24	-1	0.0	2
COc1cc(C(=O)NC(=S)Nc2ccccc2[N+](=O)[O-])cc(OC)c1OC	·	-4	-0.2	-16	-9	-8	0.0	1
O=C(O)c1oc2ccccc2c1CSCc1ccccc1	·	-6	-3.2	-15	-5	-1	0.0	-3
CN1C(=O)c2cc(NC(=O)C3CC3)ccc2OC[C@H]2O[C@@H](CC(=O)NC3CCC3)CC[C@@H]21	0	7	1.2	8	·	-4	0.1	-1
CC(=O)N1C[C@@H](CO)[C@@H](N(C)C(=O)Nc2cccc3ccccc23)C[C@H]1c1ccccc1	·	19	-4.0	-4	·	·	0.6	4
O=C(Nc1cccc(S(=O)(=O)N2CCCC2)c1)c1cc(-c2ccccn2)nc2ccccc12	-4	-6	2.1	-14	3	6	0.0	1
O=C(Nc1ccc(F)cc1)N1C[C@H]2[C@@H](c3ccccc31)[C@H](CO)N2C(=O)Cc1ccccn1	-3	-7	3.9	1	4	-3	0.0	1
O=C(Nc1ccc(NS(=O)(=O)c2ccc([N+](=O)[O-])cc2)cc1)c1ccco1	·	-24	-0.2	-5	-2	16	0.0	0
Cc1cc(C(=O)N(C)Cc2c(F)cccc2Cl)c2ccccc2n1	-2	5	0.4	-24	-3	-10	0.1	1
O=C([C@H]1[C@H](CO)[C@H]2Cn3c(cccc3=O)[C@H]2N1CC1CCCCC1)N1CCOCC1	·	4	2.0	-4	·	·	0.4	-3
CCOc1ccc(Nc2ncnc3ccc([N+](=O)[O-])cc23)cc1	·	-1	2.3	-5	1	·	0.5	-1
O=C(NCC(=O)N(CCN1CCOCC1)C(C(=O)NC1CCCC1)c1ccccc1)c1cccs1 (stereo not given)	0	-7	-5.1	-13	·	4	0.0	-11
Cc1cccnc1Oc1ncccc1N	-7	-3	-34	-12	·	-4	-0.2	-6
CCN(c1ccccc1)S(=O)(=O)c1ccc(Oc2ccccc2C(C)=O)nc1	·	·	0.1	-23	-8	-6	0.3	1
O=C(NCc1cccnc1)/C(=N\O)c1ccccc1	-2	38	·	·	-1	21	·	·
C=CCn1c(SCC(=O)N(C)C2CCS(=O)(=O)C2)nnc1-c1ccccc1 (stereo not given)	·	17	0.8	3	0	·	0.5	4
COC(=O)c1ccc(NC(=O)COc2ccc3c(c2)OCO3)cc1	-6	-1	4.0	-12	1	·	0.0	-2
Cc1noc(C)c1NC(=O)Nc1ccc2c(c1)C(=O)N([C@H](C)CO)C[C@@H](C)[C@H](CN(C)Cc1ccc(C(=O)Nc3ccccc3N)cc1)O2	·	5	-0.5	-5	·	·	0.2	0
O=C(NC12CC3CC(CC(C3)C1)C2)N1CCN(c2ccccc2)CC1	-5	-3	-1.7	2	-13	-1	-0.1	-1
COc1cccc(CN2CCNC(=O)C2CC(=O)NCc2cn3cccc(C)c3n2)c1OC (stereo not given)	11	-7	0.4	-12	1	·	0.0	0

Among those listed so far, four have a thiophene ring, fused or not.
SMILES	esBAF inh	GSIS activator	CFTR F508del cor	RAD52 inh	ARNT-TACC3 inh	RAD54 inh	XiGFP reactiv	ERAP1 HTS inh
CC(=O)NC(CC(=O)NNC(=O)c1cccs1)c1ccccc1 (stereo not given)	-6	-1	-1.0	-1	-4	1	0.4	-7
CC1(C(=O)NS(=O)(=O)c2cccs2)CCN1C(=O)Cc1ccccc1 (stereo not given)	-2	-7	1.8	-6	·	0	0.1	5
COc1ccc(NS(=O)(=O)c2ccc(C(=O)N(C)Cc3cccs3)cc2)cc1	9	-19	5.4	-21	-10	1	0.0	3
O=C(NCC(=O)N(CCN1CCOCC1)C(C(=O)NC1CCCC1)c1ccccc1)c1cccs1 (stereo not given)	0	-7	-5.1	-13	·	4	0.0	-11

Carrying on.
SMILES	esBAF inh	GSIS activator	CFTR F508del cor	RAD52 inh	ARNT-TACC3 inh	RAD54 inh	XiGFP reactiv	ERAP1 HTS inh
CC(C)CC(=O)N1CCN(c2ccc(NC(=O)c3ccco3)cc2)CC1	2	1	-1.5	-6	-1	4	0.0	1
CNC(=O)c1c(NC(=O)c2ccc3ncsc3c2)sc(C)c1C	7	-11	2.4	-9	-1	0	0.0	2
CC1CCCN(C(=O)c2ccc3c(=O)n(C4CCCC4)c(=S)[nH]c3c2)C1 (stereo not given)	4	-18	-0.8	-15	-6	-6	0.6	6
O=C(Cn1nc(Cc2cccnc2)c2ccccc2c1=O)NCc1ccc(F)cc1	0	·	-4.8	2	-4	-5	-0.1	-2
C[C@H](CO)N1C[C@H](C)[C@H](CN(C)Cc2ccc(C(=O)O)cc2)Oc2ccc(NC(=O)c3ccncc3)cc2CC1=O	-1	20	-1.0	3	-3	3	-1.3	1
O=C(Nc1ccc(F)cc1)Nc1ccccc1C(=O)NCCN1CCNC1=O	·	1	0.2	-1	·	-7	0.0	·
COc1ccc(C(=O)N(NC(=O)Oc2ccccc2)C(C)(C)C)cc1	·	18	·	·	24	5	0.0	·
COC(=O)N(C)C[C@@H]1OCc2cnnn2CCCC(=O)N([C@@H](C)CO)C[C@H]1C	-5&-2&1	-8&1	-4.5&-1.9&2.1	-16&11	0	-5&3	0.0&-0.2	5&0

Assay outcomes (PubChem BioAssay)
